S-ASM inh – Inhibitors of Secretory Acid Sphingomyelinase (S-ASM): qHTS. Sphingomyelin phosphodiesterase (Homo sapiens), P17405. AID 504937, 2011. Potency, µM (top dose mostly 57.5 µM), for inactives: at the top dose activity change, negative = inhibition, hits mostly inhibitors. actives 0.006% (n = 340,000). placental ASM, HMU-PC fluorogenic substrate, 60 min; also: potency is read from the fitted curve at half-maximal effect
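Steps: dispense placental human ASM, pin compound, wait 10 min at room temperature, add HMU-PC0 substrate at 9 uM final, incubate 60 min at 37 °C, add stop solution raising pH to 10, read fluorescence.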
Chronic BCR inh – qHTS Assay to Find Inhibitors of Chronic Active B-Cell Receptor Signaling. ABC-DLBCL IkBa-CBG/CBR reporter, luminescence ratio, 4 h. Potency, µM (series often up to 46.1 µM), for the others: at the top dose ratio change, negative = lower green/red ratio, usual class: inhibitors. actives 0.05% (n = 340,000). AID 493014, 2011; active = well fitted inhibition curve with a large enough effect in the signal ratio, with a control signal flat, not every such curve was filed as active; inconclusive = small, poorly fitted or top-dose-only effect, or effect the other way, or a change in a side signal; the % refers to the signal ratio;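 also: potency is read from the fitted curve at half-maximal effect; plate controls were basal doxycycline-induced cells for no effect and cells given 10 µM MG132 for full effect; MG132 reads +100%, hits lower the ratio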
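Doxycycline induced both beetle luciferases in TMD8 lymphoma cells; IKK-driven degradation limits the IkappaBalpha-fused green signal, while red luminescence normalises for cell number and nonspecific effects. Compounds tested up to 46 uM, 4 hrs.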
hERG WT inh – qHTS for Inhibitors of KCHN2 3.1: Wildtype qHTS | Voltage-gated inwardly rectifying potassium channel KCNH2 (Homo sapiens), Q12809 | U2OS, BacMam KCNH2, thallium flux FluxOr; hits give low values | activity change, % at 1.84 µM | actives 0.37% (n = 340,000);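 active = maximum activity change below -70%; inconclusive = maximum activity change between -70% and -50%; inactive = maximum activity change above -50%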; also: % is scaled to controls: 0 for no effect and ±100 for the full control effect
Target sequence (Q12809 whole entry, looked up): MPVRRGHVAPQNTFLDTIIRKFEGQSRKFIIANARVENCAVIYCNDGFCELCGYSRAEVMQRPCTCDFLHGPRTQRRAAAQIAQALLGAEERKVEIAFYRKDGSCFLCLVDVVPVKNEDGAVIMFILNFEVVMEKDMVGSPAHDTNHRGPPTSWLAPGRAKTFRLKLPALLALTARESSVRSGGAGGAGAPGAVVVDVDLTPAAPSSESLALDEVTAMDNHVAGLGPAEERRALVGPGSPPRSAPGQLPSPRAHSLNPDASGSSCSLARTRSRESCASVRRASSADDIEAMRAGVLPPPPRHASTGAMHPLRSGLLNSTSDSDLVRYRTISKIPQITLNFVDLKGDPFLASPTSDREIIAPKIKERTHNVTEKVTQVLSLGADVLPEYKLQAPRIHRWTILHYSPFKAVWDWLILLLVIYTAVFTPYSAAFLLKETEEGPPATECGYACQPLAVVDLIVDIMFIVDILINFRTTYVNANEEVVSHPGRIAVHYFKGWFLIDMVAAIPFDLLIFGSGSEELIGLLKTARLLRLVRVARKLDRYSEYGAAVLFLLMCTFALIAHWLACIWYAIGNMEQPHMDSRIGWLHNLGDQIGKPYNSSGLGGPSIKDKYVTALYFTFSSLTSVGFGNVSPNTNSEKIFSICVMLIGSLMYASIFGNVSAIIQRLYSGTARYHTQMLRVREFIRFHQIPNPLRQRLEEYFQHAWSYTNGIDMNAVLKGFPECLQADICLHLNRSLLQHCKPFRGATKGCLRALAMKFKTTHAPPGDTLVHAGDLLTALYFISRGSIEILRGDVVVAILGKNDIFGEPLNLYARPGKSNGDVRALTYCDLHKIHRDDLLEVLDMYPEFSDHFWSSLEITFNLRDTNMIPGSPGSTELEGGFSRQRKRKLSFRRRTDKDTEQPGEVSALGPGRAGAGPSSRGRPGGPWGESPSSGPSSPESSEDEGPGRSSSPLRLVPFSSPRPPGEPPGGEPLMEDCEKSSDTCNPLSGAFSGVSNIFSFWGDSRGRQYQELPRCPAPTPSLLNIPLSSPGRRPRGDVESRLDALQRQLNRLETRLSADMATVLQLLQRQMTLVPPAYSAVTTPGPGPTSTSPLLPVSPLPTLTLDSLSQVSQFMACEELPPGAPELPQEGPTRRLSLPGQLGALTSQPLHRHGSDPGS
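U2OS cells were transduced with wild-type KCNH2 virus (2.03 x 10^8 / mL) for 4 h at room temperature, then cultured overnight at 37 C. Thallium flux was read with FluxOr dye. Rate constants were normalized to DMSO controls.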
Menin-MLL TR inh – qHTS Assay for Inhibitors Targeting the Menin-MLL Interaction in MLL Related Leukemias: Competition With Texas Red Labeled MLL-derived Mutant Peptide; O00255; Menin + Texas Red MLL mutant peptide, fluorescence polarization; Potency, µM (doses to about 61.6 µM), inactives show at the highest dose FP activity change, negative = inhibition, most hits filed as inhibitors; actives 0.23% (n = 270,000); AID 1768, 2009; active = well fitted inhibition curve with a large enough effect in the polarisation, with a control signal flat, not every such curve was filed as active; inconclusive = small, poorly fitted or top-dose-only effect, or effect the other way, or a change in a side signal; inactive = no such curve, though single readings can be large or run the other way; the % refers to the polarisation; also: potency is read from the fitted curve at half-maximal effect; % of control where 0% means no effect; many of its hits are not listed in these tables
MBNL1-CUG inh – qHTS Assay for Inhibitors of MBNL1-poly(CUG) RNA binding. Muscleblind-like protein 1 (Homo sapiens), Q9NR56. TR-FRET MBNL1-His/biotin-(CUG)12 binding, 665/545 ratio. Potency, µM (top dose mostly 57.5 µM), without a hit: at the top dose activity change, negative = inhibition, usual class: inhibitors. actives 0.036% (n = 280,000); active = well fitted inhibition curve with a large enough effect in the signal ratio, with a control signal flat, not every such curve was filed as active; inconclusive = small, poorly fitted or top-dose-only effect, or effect the other way, or a change in a side signal; inactive = no such curve, though single readings can be large or run the other way; the % refers to the signal ratio; also: potency is read from the fitted curve at half-maximal effect; % is scaled to controls: 0 for no effect and ±100 for the full control effect
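Compound titration spanned 92 nM–58 uM against the MBNL1-His/biotin-(CUG)12 complex. After 60 min at room temperature with 5 nM streptavidin-XL665 and 0.055 ng/ul terbium anti-His, ratiometric 665/545 nm emission (Ex 340 nm) normalized to controls.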
PKM2 act – qHTS Assay for Activators of Human Muscle isoform 2 Pyruvate Kinase | Pyruvate kinase PKM (Homo sapiens), P14618 | purified PKM2, Kinase-Glo ATP luminescence, activation; response scale: 0% is enzyme alone, no compound | Potency, µM (doses to about 57.5 µM), without a hit: at the highest dose activation, actives largely listed as activators | actives 0.34% (n = 260,000); also: potency is read from the fitted curve at half-maximal effect; % is scaled to controls: 0 for no effect and ±100 for the full control effect; nearly all actives have a fitted effect of over 55% in size
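Purified hPK-M2 (>95% pure) converted ADP (0.1 mM final) to ATP with 0.5 mM PEP in 50 mM imidazole pH7.2, KCl, MgCl2, Tween 20, BSA; 1 h at room temperature. ATP detected by Kinase-Glo luminescence.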
Mito fusion act – qHTS Assay for Small Molecule Inhibitors of Mitochondrial Division or Activators of Mitochondrial Fusion. S. cerevisiae fusion-defective mutant growth rescue, CellTiterGlo 48 h. Potency, µM (titrated, usually from 46.1 µM), for inactives: at the highest dose growth rescue (activation), usual class: activators. actives 0.23% (n = 320,000). AID 485298, 2010;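 also: potency is read from the fitted curve at half-maximal effect; % of control where 0% means no effect; nearly all actives have a fitted effect of over 45% in size; temperature-sensitive fusion mutants such as fzo1-1 at 37 °C on non-fermentable ethanol glycerol medium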
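Luminescent cell viability in 1536-well qHTS format served as the measure of rescued growth in ts fusion-mutant S. cerevisiae cultured on non-fermentable YPEG for 48 hours at 37C.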
TSHR antag – Antagonists of the Thyroid Stimulating Hormone Receptor: HTS campaign | Thyrotropin receptor (Homo sapiens), P16473 | TSHR-expressing cells, TSH-stimulated cAMP HTRF, 2 h; hits give low values | activity change, negative = inhibition, % at 11.5 µM | actives 0.2% (n = 330,000);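 active = activity change below a set negative limit, meaning inhibition stronger than a set level, cut at about -70% in these data; inconclusive = activity change between two set negative limits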; also: % is scaled to controls: 0 for no effect and ±100 for the full control effect
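TSHR-expressing cells were treated with compounds, then stimulated with TSH at EC80 (4nM final) for 2 hours at 37 deg C. Cellular cAMP was measured by HTRF competition between lysate cAMP and cAMP-d2 for a cryptate-labelled anti-cAMP antibody.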
Eya2 inh – qHTS Assay for Inhibitors of the Phosphatase Activity of Eya2; actives 0.006% (n = 330,000); recombinant Eya2, OMFP fluorescence dephosphorylation (OMFP is methylfluorescein phosphate); Potency, µM (doses to about 76.9 µM), for the others: at the highest dose activity, negative = inhibition, most hits filed as inhibitors; AID 488837, 2010; also: potency is read from the fitted curve at half-maximal effect; % is scaled to controls: 0 for no effect and ±100 for the full control effect
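Eya2 (0.2 uM) preincubated 10 min at ambient with compound, then OMFP substrate added at 50 uM; 10 min reaction in 50 mM HEPES pH 7.5, 50 mM NaCl, 5 uM MgCl2, 0.05% BSA, 1 mM DTT. Fluorescence read at Ex 485/Em 525 nm.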
USP2a block – qHTS Assay for Inhibitors of Ubiquitin-specific Protease USP2a Using CHOP2 as the Reporter; Ubiquitin carboxyl-terminal hydrolase 2 (Homo sapiens), O75604; USP2 core, Ub-CHOP2 coupled fluorogenic reporter, 485/531; Potency, µM (titrated, usually from 38.3 µM), without a hit: at the highest dose activity change, negative = inhibition, usual class: inhibitors; actives 0.01% (n = 330,000); AID 463254, 2010;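 also: potency is read from the fitted curve at half-maximal effect; plate controls were DMSO wells for no effect and full inhibition by NEM control for full effect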
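USP2 core (10nM final) preincubated 30min RT with compound in 20mM Tris-HCl pH 8.0, 2mM CaCl2, 2mM beta-mercaptoethanol, 0.05% CHAPS; 25nM Ub-CHOP2 plus 25nM reporter substrate added, fluorescence (Ex485/Em531) read after 60min.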
GALK inh – qHTS Assay for Inhibitors of Human Galactokinase (GALK) | P51570 | Purified GALK, Kinase-Glo residual ATP luminescence | Potency, µM (doses to about 57.5 µM), for inactives: at the highest dose activity change, negative = inhibition, most hits filed as inhibitors | actives 0.007% (n = 270,000); also: potency is read from the fitted curve at half-maximal effect; % is scaled to controls: 0 for no effect and ±100 for the full control effect
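Luminescence from leftover ATP (Ultra-Glo luciferase/luciferin) served as read-out after a 1 h room-temperature reaction of 5 nM GALK with 35 uM ATP and 100 uM galactose.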
An asterisk follows results filed as active; i = inactive; u = inconclusive; x = no result given; [ ] = dose if it differs, or a comment. Unless noted, calls follow the shape of the dose curve; as a rule, active = well fitted curve in the direction sought with a large enough effect; inconclusive = small, poorly fitted or top-dose-only effect, or another doubt; inactive = no such curve, though single readings can be large; an effect the other way counts as inactive or inconclusive. This is a subset; the hit share may differ from the screen's.

SMILES	S-ASM inh	Chronic BCR inh	hERG WT inh	Menin-MLL TR inh	MBNL1-CUG inh	PKM2 act	Mito fusion act	TSHR antag	Eya2 inh	USP2a block	GALK inh
Cc1cc(SCC(=O)N/N=C/c2cccnc2)nc2c(C)cccc12	-5%	-26%	-2	14%	2%	-6%	20%	7	-8%	0%	1%
CCCOc1cccc(C(=O)NCCNC(=O)c2ccc(C)nc2)c1	-2%	0%	0	14%	-1%	1%	-2%	23	4%	0%	-3%
Cc1ccc(C)c(S(=O)(=O)NCCCc2ccccc2)c1	-3%	0%	8	1%	-7%	-3%	24%	-19	-9%	-7%	0%
CS(=O)(=O)c1ccc(-c2cccc(NC(=O)c3ccc(Br)o3)c2)nn1	4%	-10%	10	x	x	x	-3%	1	-8%	-1%	x
O=C(CN1C(=O)C2C3CC(C(Br)C3Br)C2C1=O)Nc1ccc(C(=O)O)cc1 (stereo not drawn)	2%	7%	-1	x	x	2%	-4%	30	-2%	2%	0%
CSc1nc(-c2ccccc2)nn1C(=O)c1ccc(Cl)cc1	-6%	9%	-7	x	-13%	-3%	-2%	18	7%	2%	0%
Cn1c(CSCc2ccc(Cl)cc2Cl)n[nH]c1=S	2%	-20%	13	9%	-1%	28µM*	-10%	5	-9%	0%	4%
Cn1ccnc1SCc1nc2c(cnn2-c2ccccc2)c(=O)[nH]1	3%	-2%	30	28%	0%	5%	-1%	-2	4%	6%	0%
COc1ccccc1CCC(=O)OCC(=O)Nc1c(Br)cc(C)cc1Br	16%[11.5 µM]	1%	0	x	-10%	x	-1%	8	-7%	-1%	-1%
O=C1CCCC(O)=C1C1NCCc2ccccc21 (stereo not drawn)	2%	u	-7	8%	-7%	-1%	1%	3	8%	5%	2%
Cc1ccc(/C=N/NC(=O)C2=NNC(c3ccccc3)(c3ccccc3)C2)c(O)c1	-2%	u	7	-16%	-9%	12%	2%	-20	-8%	-2%	0%
COc1ccc(C2C(C#N)=C(N)OC3=C2C(=O)CCC3)c(OC)c1OC (stereo not drawn)	2%	-1%	-3	-3%	4%	-1%	0%	-3	-5%	2%	4%
COc1cccc(CC2(CO)CCCN(Cc3cc(F)ccc3-n3cccn3)C2)c1 (stereo not drawn)	3%	-2%	u	-29%	6%	-6%	2%	11	-12%	1%	1%
O=C(c1ccccc1Sc1cccc2ccccc12)N1CCOCC1	-1%	u	0	u	-2%	2%	u	-9	-9%	5%	-3%
O=C(Cn1cc(C(F)(F)F)ccc1=O)N1CCc2ccccc21	-3%	5%	8	x	x	x	x	-2	0%	1%	x
CCCCOc1ccc(C(=O)N2CCCCCC2)cc1	0%	6%	1	3%	1%	-11%	5%	-5	-5%	2%	3%
O=C(Nc1ccccc1-c1ccccc1)NC1CCN(CC(=O)N2CCOCC2)CC1	6%	-3%	5	3%	-1%	6%	-3%	-4	2%	1%	1%
Cc1ccc2c(c1)N(C(=O)CCC(=O)Nc1ccccc1Br)CC(C)O2 (stereo not drawn)	0%	4%	-3	-22%	-2%	3%	3%	-4	-22%	0%	x
CSc1ccc(N2C(=O)NC3(CCCCC3)C2=O)cc1	6%	u	-20	9%	-14%	-1%	2%	9	3%[15.4 µM]	0%	2%
CC(C)OCc1ccc(C(=O)N2CCN(CC(=O)N3CCCC3)CC2)cc1	2%	u	1	x	x	x	x	x	10%	3%	x
O=C(CN1C(=O)c2ccccc2C1=O)c1ccc(F)cc1	6%	u	2	6%	u	x	-8%	8	-5%	4%	2%
O=C1CCC([N+](=O)[O-])C(c2ccc(Cl)c([N+](=O)[O-])c2)N1 (stereo not drawn)	5%	-17%	-1	-1%	u	11%	-1%	0	1%	0%	-1%
Cc1cc(C(=O)CSc2nnc(-c3ccc(OC(F)F)cc3)o2)c(C)n1Cc1cccs1	7%	1%	-4	3%	5%	1%	0%	-8	1%	3%	0%
Cc1ccc(NC(=O)c2c(C)nn(-c3ccccc3)c2Cl)cc1	-2%	18%	0	-10%	-1%	6%	3%	-5	6%	3%	0%
Cc1n[nH]c(=O)n1-c1ccc(OCc2ccccc2)cc1	0%	x	-5	9%	2%	-2%	-1%	11	-15%	-1%	3%

New compounds follow.
SMILES	S-ASM inh	Chronic BCR inh	hERG WT inh	Menin-MLL TR inh	MBNL1-CUG inh	PKM2 act	Mito fusion act	TSHR antag	Eya2 inh	USP2a block	GALK inh
CC(C)Oc1c(Br)cc(Br)cc1/C=N/NC(N)=S	-4%	u	16	4%	-25%	-24%	10%	17	-8%	0%	3%
O=C(NCc1cccnc1)C(=O)NCC1OCCCN1S(=O)(=O)c1ccc(Cl)cc1 (stereo not drawn)	11%	-3%	i	-4%	-1%	-1%	8%	2	-2%	5%	0%
CCOc1ccc(OCc2ccc(C(=O)Nc3cccc(C)n3)o2)cc1	21%	4%	-11	23%	-2%	3%	2%	-7	-13%	-1%	-2%
O=C(C1=C(O)C(=O)N(Cc2ccco2)C1c1cccc(Cl)c1)c1ccco1 (stereo not drawn)	3%	-9%	12	x	12%	1%	3%	2	0%	0%	-6%
Cc1cnc([N+](=O)[O-])n1CCOC(=O)c1cccc(F)c1	-1%	2%	0	-1%	u	x	12%	-2	8%	0%	x
CC(C)N(C(=S)Nc1cccnc1)c1ccccc1	0%	-6%	1	x	-10%	-8%	0%	-2	21%	-6%	-1%
Cc1nn(C)c(C)c1CS(=O)(=O)c1ccccc1	-3%	u	2	14%	-1%	-9%	3%	3	8%	2%	-1%
CC(=O)c1cccc(NC(=O)NC2CC3CCCC(C2)N3CC(C)C)c1 (stereo not drawn)	-3%	1%	3	2%	-15%	-8%	-2%	1	-19%	6%	-2%
Cc1cc(NS(=O)(=O)c2ccc(NC(=S)NC(=O)c3cccnc3)cc2)no1	0%	2%	-2	9%	-5%	4%	-3%	-5	4%	0%	7%
O=C(NCc1ccccn1)c1ccc(Cl)s1	1%	10%	1	-5%	-7%	-2%	2%	0	17%	1%	-1%
COc1ccc(NC(=O)c2cc(-c3cc(Cl)ccc3O)n[nH]2)c(OC)c1	9%	-7%	-18	33%	-6%	x	-8%	-2	-6%	0%	x
CC(=O)c1noc(C)c1C(=O)Nc1nccs1	1%	u	4	-14%	-4%	1%	-2%	2	1%	0%	0%
CCc1nnc(NC(=O)CN2C(=O)NC3(CC(C)CC(C)(C)C3)C2=O)s1 (stereo not drawn)	-1%	-11%	-9	x	1%	-2%	-3%	4	-4%	4%	4%
COc1ccccc1Nc1nc2c(s1)CCC2	0%	u	5	2%	7%	-1%	-10%	7	-3%	3%	2%
Cc1cc(=O)n(CCCO)c(O)c1C#N	5%	-1%	0	-3%	3%	-3%	-2%	3	-1%	4%	-1%
CC(=O)NCc1ccc(C(=O)COC(=O)COc2ccc(Cl)c(C)c2)s1	-5%	1%	-8	x	x	x	x	-3	-12%	0%	x
NC(=O)[C@@H]1CCCN1C(=O)c1ccc2nc(Cc3ccccc3F)oc2c1	2%	u	0	x	3%	-1%	-1%	-2	-7%	4%	-4%
CCc1cc2c3c(c(=O)oc2cc1O)CCCC3	i	-1%	20	14%	-4%	-1%	-2%	23	-2%	1%	0%
O=C(Nc1ccc2c(c1)CCC2)c1cc2ccccc2o1	-5%	u	-10	26%	1%	-2%	26%	-9	u	-2%	-4%

Screening data deposited in PubChem by National Center for Advancing Translational Sciences (NCATS).
